RGS4 act – potentiators or activators of RGS4; B-score at 10 µM; HEK293 M3R/inducible RGS4, carbachol calcium flux Fluo4; hits give low values; hit rate 0.92% among 310,000;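 active means B-score of the integrated calcium signal more than 4 SD below the library mean, with starting fluorescence not abnormally high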;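 further: negative B-score means reduced calcium response which marks RGS4 activation or potentiation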
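Reagent: ECmax carbachol challenge; Test system: M3R-expressing HEK293 line, RGS4 induced by doxycycline; Schedule: overnight RGS4 induction, 30 min dye load 37 °C, 20 min compound RT; Detection: calcium dye Fluo4 fluorescence; Read-out: Agonist-evoked peak-minus-minimum fluorescence over baseline, integrated ratio, B score.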
SKKanGAS inh – SKKanGAS growth inhibition | hit rate 1.3% among 300,000 | inhibition, % at 7.5 µM | S. pyogenes SKKanGAS, kanamycin growth, BacTiter-Glo, 6 h;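 active means mean replicate score, as percent of positive control median, at least 50; inconclusive means mean below 50 but one replicate at or above 50; inactive means mean and every replicate below 50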;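 further: strain carries kanamycin resistance gene driven by streptokinase promoter and grows in 40 µg/ml kanamycin; loss of luminescence reflects streptokinase promoter inhibition or plain growth inhibition; 0% = median of DMSO wells and 100% = positive control at its reference dose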
KCNK9 inh – inhibitors of human KCNK9 two-pore domain potassium channel; Q9NPC2; HEK293 KCNK9, FluxOR thallium flux fluorescence; hits give low values; B-score at 10 µM; hit rate 1.2% among 310,000; AID 488922;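 active means ratio B-score over 3 SD below the library mean, with starting fluorescence within 5 SD of its mean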;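 further: negative B-score means less thallium flux so channel inhibition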
KCNK3 block – human KCNK3 channel inhibition, primary screen; O14649; CHO-KCNK3 thallium flux, FluxOR fluorescence; hits give low values; B-score at 10 µM; hit rate 0.84% among 340,000; AID 602410;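 active means B-score under library mean minus 4 SD, starting fluorescence ratio at most library mean plus 5 SD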;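 further: more negative B-score means stronger inhibition of thallium flux through KCNK3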
Target sequence (O14649 whole entry, looked up): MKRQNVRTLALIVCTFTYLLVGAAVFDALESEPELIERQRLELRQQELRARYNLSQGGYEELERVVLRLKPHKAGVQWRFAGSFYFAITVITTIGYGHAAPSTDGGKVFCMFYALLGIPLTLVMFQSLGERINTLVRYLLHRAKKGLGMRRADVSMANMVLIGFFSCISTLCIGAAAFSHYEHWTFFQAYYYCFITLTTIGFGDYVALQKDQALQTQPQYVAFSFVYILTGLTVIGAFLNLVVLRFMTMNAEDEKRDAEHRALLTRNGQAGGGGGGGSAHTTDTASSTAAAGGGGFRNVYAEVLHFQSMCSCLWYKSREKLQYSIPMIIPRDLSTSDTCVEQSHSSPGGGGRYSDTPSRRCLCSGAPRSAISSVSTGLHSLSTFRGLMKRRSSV
HDAC3 inhib – human HDAC3 inhibition; O15379; recombinant HDAC3, fluorogenic peptide/trypsin coupled, fluorescence; inhibition, % at 8.3 µM; hit rate 0.15% among 320,000; in the data active means inhibition above about 26%, passing the limit was not always enough; inconclusive means no clear call, values can overlap the other calls
Target sequence (O15379 whole entry, looked up): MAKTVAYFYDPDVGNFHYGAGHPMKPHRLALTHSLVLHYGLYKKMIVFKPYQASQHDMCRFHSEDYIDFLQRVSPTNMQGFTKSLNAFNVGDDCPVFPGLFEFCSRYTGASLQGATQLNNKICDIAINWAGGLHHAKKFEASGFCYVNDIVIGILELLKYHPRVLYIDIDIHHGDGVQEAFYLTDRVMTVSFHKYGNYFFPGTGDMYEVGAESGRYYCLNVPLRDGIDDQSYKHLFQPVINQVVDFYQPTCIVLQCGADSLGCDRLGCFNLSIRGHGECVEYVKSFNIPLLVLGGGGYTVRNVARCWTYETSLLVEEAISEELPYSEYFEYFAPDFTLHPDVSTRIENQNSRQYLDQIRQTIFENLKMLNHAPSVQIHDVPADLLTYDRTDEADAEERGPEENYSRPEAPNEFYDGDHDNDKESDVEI
ANO1 block – mouse TMEM16A channel inhibition, primary screen; Q8BHY3; HEK293 TMEM16A/YFP iodide influx fluorescence, ionomycin; normalized B-score (activity score, 25-100; higher = stronger inhibition) at 10 µM; hit rate 1.2% among 310,000;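 active means ratio plate-corrected score three or more library SD toward inhibition, starting fluorescence score within five deviations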;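 further: score derived from kinetic fluorescence span divided by baseline fluorescence per well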
KCNQ1 act – potentiators or activators of human KCNQ1 potassium channel | P51787 | CHO-K1 KCNQ1, thallium flux FluxOR fluorescence; hits give high values | B-score at 10 µM | hit rate 0.35% among 310,000 | AID 2648;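 active means fluorescence ratio B-score, a plate-corrected score, at least three library SD, with initial intensity B-score within 5 SD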
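System: CHO-K1 cells stably expressing KCNQ1 / Medium: assay buffer for compound exposure, DMSO matched across wells / Reagent: thallium- and potassium-containing depolarizing buffer / Compound: one concentration, matched DMSO / Incubation: 20 min compound pretreatment at room temperature / Measured by: kinetic FluxOR fluorescence, 10 s baseline plus 110 s post-stimulus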
RGS4 block – human RGS4 inhibition; P49798; HEK293 M3R/RGS4 inducible, Fluo-4 calcium flux; hits give high values; triggered by carbachol at its EC20; B-score at 10 µM; hit rate 0.45% among 310,000;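 active means B-score, a plate-corrected calcium signal, over three deviations above library mean, with baseline fluorescence within five deviations of library mean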;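 further: RGS4 expression induced by doxycycline in cells with stable M3 receptor; B-score is computed from the integrated fluorescence ratio over baseline after carbachol; higher B-score means a larger calcium signal and so more RGS4 inhibition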
Target sequence (P49798 whole entry, looked up): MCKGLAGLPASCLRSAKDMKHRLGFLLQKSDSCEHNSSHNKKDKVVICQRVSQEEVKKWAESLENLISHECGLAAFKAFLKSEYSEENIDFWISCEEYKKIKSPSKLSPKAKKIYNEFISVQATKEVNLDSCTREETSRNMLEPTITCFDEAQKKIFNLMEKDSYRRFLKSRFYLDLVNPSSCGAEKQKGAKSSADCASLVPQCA
hERG rescue – hERG (human) protection from proarrhythmic block; CHO-hERG, FluxOR thallium flux, dofetilide IC70 present; Q12809; hit rate 0.51% among 310,000; activation (rescue from dofetilide block), less the hit threshold, % at 10 µM;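 active means activation above the mean of controls blocked by dofetilide plus 5 SD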;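 further: thallium influx through hERG after potassium depolarization seen as dye fluorescence rise; in these data hits start at about 4.7%; inactives centre near -7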
ANO1 activ – activates or potentiates the mouse TMEM16A chloride channel; hit rate 0.3% among 340,000; HEK293 TMEM16A/YFP-H148Q/I152L, iodide quench fluorescence; hits give low values; Q8BHY3; B-score at 10 µM;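 active means fluorescence-ratio B-score plate-corrected deviation score at least 3 library SD below zero, with starting fluorescence score within 5 deviations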;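 further: channel opened by trigger with iodide after compound preincubation; score built on the fluorescence ratio of max minus min over baseline; more negative score means more quench and so TMEM16A activation or potentiation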
KCNQ1 inh – human KCNQ1 channel inhibition; P51787; CHO-K1 KCNQ1, FluxOR thallium flux fluorescence; hits give high values; B-score at 10 µM; hit rate 1.3% among 310,000;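 active means compounds whose thallium flux B-score, printed positive for inhibition, exceeds three library SD while starting fluorescence stays within three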;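 further: channel opened by potassium depolarization with thallium stimulus after 20 min compound exposure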
Numbers without * were called inactive; i = inactive; ? = inconclusive; . = not tested or not shown.

SMILES | RGS4 act | SKKanGAS inh | KCNK9 inh | KCNK3 block | HDAC3 inhib | ANO1 block | KCNQ1 act | RGS4 block | hERG rescue | ANO1 activ | KCNQ1 inh
CC(=O)c1cccc(OC(=O)c2ccc3c(=O)n4c(nc3c2)CCC4)c1 | i | 53.6* | i | i | -3.7 | i | i | i | -7.2 | i | i
Cc1sc(NC(=O)CSc2nc(O)cc(=O)[nH]2)nc1-c1ccccc1 | i | ? | i | i | -5.6 | i | i | i | -9.8 | i | i
O=C(Nc1ccccc1N1CCCCC1)c1ccc2nccnc2c1 | i | 0.1 | i | i | 5.1 | i | i | i | -9.0 | i | i
CCC(C)[C@H](NC(=O)OC(C)(C)C)C(=O)N/N=C/c1cccc2nccnc12 (stereo not given in full) | i | 2.7 | i | i | 1.8 | i | i | i | -7.1 | i | i
COc1ccc(CNC(=O)C(C)OC(=O)c2cccs2)cc1 (stereo not given) | i | -0.6 | i | i | -0.2 | i | i | i | -6.4 | i | i
Cc1cc(C)cc(C(=O)NC(CC(N)=O)c2ccc(N3CCN(c4ccccc4)CC3)c([N+](=O)[O-])c2)c1 (stereo not given) | i | 13.5 | i | i | 1.5 | i | i | i | -4.2 | i | i
COc1cc(NS(=O)(=O)c2ccc(NC(=S)Nc3ccccc3)cc2)nc(OC)n1 | i | 5.2 | i | i | 0.0 | i | i | i | -1.5 | i | i
CCOC(=O)c1cnn(-c2ccc(NS(=O)(=O)c3ccc(Cl)cc3)cc2)c1C(F)(F)F | i | 54.8* | i | i | 8.5 | 100* | i | i | -8.0 | i | i
S=C(NCc1ccco1)N1CCN(Cc2ccco2)CC1 | i | 1.0 | i | i | 3.6 | i | i | i | -6.0 | i | i
CCCc1cc(=O)[nH]c(SCC(=O)Nc2ncc(S(=O)(=O)c3ccc([N+](=O)[O-])cc3)s2)n1 | i | 10.1 | i | i | -2.1 | i | i | i | -8.8 | i | i
Cc1cc(NCCCN(C)C)n2nc(-c3cccs3)cc2n1 | i | 5.5 | i | i | -12.5 | i | i | i | -8.6 | i | i
Cc1ccc(-c2nn(-c3ccccc3)cc2/C=C/C(=O)Nc2cccc(S(N)(=O)=O)c2)cc1 | i | 24.9 | i | i | -13.1 | i | i | i | -7.7 | i | i
CC1(C)Cc2c(c(N3CCOCC3)nc3sc(-c4ccc(C(=O)O)o4)c(N)c23)CO1 | i | 22.0 | i | i | -28.1 | i | i | i | -5.7 | i | i
O=C(COc1ccc(F)cc1)Nc1nnc(C2CC2)s1 | i | -3.4 | i | i | -2.9 | i | i | i | -12.9 | i | i
COc1ccccc1NC(=O)C1C2C=CC(O2)C1C(=O)O (stereo not given) | i | -6.8 | i | . | 2.6 | i | i | i | -4.4 | . | i
CCN1CCC2(CC1)N=C(c1ccc(F)cc1)C(=S)N2C(=O)c1ccc(C(C)(C)C)cc1 | i | -7.5 | i | i | 6.9 | i | i | i | -13.4 | i | i
CCOc1ccc(C)cc1-n1nc2ccccc2n1 | i | -3.0 | i | i | 4.1 | i | i | i | -11.2 | i | i
Cc1ccc(S(=O)(=O)Cc2ccc(C(=O)N3CCC(C)CC3)cc2)cc1 | i | 1.3 | i | i | 2.7 | i | i | i | -7.1 | i | i
CCOc1ccccc1NC(=O)Nc1cc(OC)ccc1OC | i | -4.0 | i | i | 2.9 | i | i | i | -3.2 | i | i
Cc1cccc(/N=C/c2c(O)[nH]c3ccccc23)n1 | i | -9.9 | i | i | 5.4 | i | i | i | -4.7 | i | i
Cn1nc(C(F)(F)F)c(-c2ccccc2)c1N | i | 35.2 | i | i | -2.7 | i | i | i | -2.3 | i | i
COc1ccccc1CCC(=O)OCC(=O)Nc1ccc(S(N)(=O)=O)cc1 | i | 5.3 | i | i | 0.5 | i | i | i | -4.7 | i | i
Cc1ccc(S(=O)(=O)NNC(=O)C2COc3ccccc3O2)cc1 (stereo not given) | i | 2.0 | i | i | 6.5 | i | i | i | -6.7 | i | i
Brc1ccc(-c2cn3c(n2)SCC3)cc1 | i | -3.4 | i | i | 2.9 | i | i | i | -3.8 | i | i
O=C(Cn1c(=O)oc2ccccc21)Nc1ccccc1N1CCOCC1 | i | 4.6 | i | i | 10.3 | i | i | i | -4.9 | i | i
COCCn1c(C)cc(C(=O)COC(=O)c2ccc(Br)o2)c1C | i | 9.6 | i | i | -0.1 | i | i | i | -16.2 | i | i
COc1ccc(N2CC(NC(=O)c3ccc4ccccc4c3)CC2=O)cc1OC (stereo not given) | i | -2.6 | i | i | -0.9 | i | i | i | -14.2 | i | i
Cc1cccc(Oc2ncnc3onc(C)c23)c1 | i | 3.0 | i | i | 3.2 | i | i | i | -7.7 | i | i
CC1(C)C2CC[C@]3(C)C(CC=C4[C@@H]5C[C@](C)(CO)CC[C@]5(C(=O)O)CC[C@]43C)[C@@]2(C)CC[C@@H]1O (stereo not given in full) | i | 24.6 | i | . | -4.9 | i | i | i | -3.7 | . | i
COC(=O)CSc1nnc(-c2ccc(S(=O)(=O)N3CCCCC3)cc2)o1 | i | -8.0 | i | i | -3.7 | i | i | i | -8.1 | i | i
Cc1nc2c(C#N)cnn2c2c1CCN(Cc1ccccc1)N2C | i | 5.3 | i | i | -0.8 | i | i | i | -6.1 | i | i
Cc1cccc(N(C(=O)Cc2cccs2)C(C(=O)NCc2ccco2)c2ccncc2)c1 (stereo not given) | i | -3.3 | i | i | 1.2 | i | i | i | -6.7 | i | i
CCc1ccc(C(C(=O)NC2CCCCC2)N(C(=O)c2csnn2)C2CC2)cc1 (stereo not given) | i | -1.5 | i | i | -5.1 | i | i | i | -9.4 | i | i
COC(=O)c1c(NC(=O)COC(=O)CCNS(=O)(=O)c2ccccc2)sc(C)c1C | i | 31.2 | i | i | 8.5 | i | i | i | -12.8 | i | i
O=C(O)c1ccc(Cn2c(=S)[nH]c3cc(Cl)ccc3c2=O)cc1 | i | 9.1 | i | i | 8.6 | i | i | i | -3.9 | i | i
Cc1cc(C)c(OCCOCCN2CCN(C)CC2)c(Cl)c1 | i | 1.2 | i | i | -0.7 | i | i | i | -3.4 | i | i
Cc1cccc(C)c1NC(=O)CCN1C(=O)C2C3CCC(C3)C2C1=O (stereo not given) | i | 2.5 | i | i | -2.6 | i | i | i | -9.9 | i | i
COc1ccc(C(=O)N/C(=C\c2ccccc2)C(=O)NC(CCSC)C(=O)O)cc1 (stereo not given) | i | 3.8 | i | i | -0.6 | i | i | i | -42.3 | i | i
COc1cc(C2CC(c3ccccc3)=NN2c2ccccc2)ccc1OCC(=O)O (stereo not given) | i | -2.7 | i | i | -114.3 | i | i | i | -6.1 | i | i
OC(COc1ccc2cc(Br)ccc2c1)Cn1ccnc1 (stereo not given) | i | -12.7 | i | i | -1.5 | i | i | i | -7.1 | i | i
CC(=O)C(N=Nc1ccccc1)(Sc1nnc(-c2ccccc2)n1-c1ccccc1)C(=O)Nc1ccccc1 (stereo not given) | i | 0.0 | i | i | 12.9 | i | i | i | -15.8 | i | i
CCOC(=O)CNC(=O)C1c2ccccc2Oc2ccccc21 | i | 1.2 | i | -12.4* | 7.6 | i | i | i | -7.6 | i | i
Oc1c(Br)cccc1/C=N/Nc1c(F)c(F)c(F)c(F)c1F | i | 1.1 | i | i | -3.0 | i | i | i | -16.9 | i | 7*
CC(C)CCn1c(N2CCN(c3cccc(Cl)c3)CC2)nc2c1c(=O)[nH]c(=O)n2C | i | 45.4 | i | i | -0.9 | i | i | i | -13.5 | i | i
COc1ccccc1N1CCN(C2CCCN(Cc3c(F)cccc3F)C2)CC1 (stereo not given) | i | 0.5 | i | i | 3.9 | i | i | i | -23.6 | i | i
Fc1cccc(CN2CCC(Cc3ccccc3)CC2)c1 | i | 15.4 | i | i | 3.5 | i | i | i | -4.8 | i | i
COc1ccc(CCN2C(=O)CSC2=Nc2ccc(C(C)C)cc2)cc1OC | -7.19* | 11.8 | i | i | 5.5 | 100* | i | i | -12.6 | i | i
Cc1nnc(N2C(=O)C(O)=C(C(=O)c3ccco3)C2c2ccc(C(C)(C)C)cc2)s1 (stereo not given) | i | 6.9 | i | i | 9.7 | i | i | i | -11.0 | i | i
O=C(COC(=O)c1ccc(Cl)c(S(=O)(=O)N2CCCC2)c1)NC1CCCC1 | i | -8.3 | i | i | 3.7 | i | i | i | -0.7 | i | i
CC(C)Cc1nn2c(N)c(/C=C3\C=Nc4ccccc43)c(=O)nc2s1 | i | 33.3 | i | i | 1.9 | i | i | i | -5.3 | i | i
COc1cccc(N2CCN(c3nc(-c4ccccc4C)cc(=O)[nH]3)CC2)c1 | i | 7.5 | i | i | -0.8 | i | i | i | -3.0 | i | i
Cc1onc(-c2ccccc2)c1NC(=O)N(Cc1ccccc1)C(C)C | i | 19.3 | i | i | -1.9 | i | i | i | -10.0 | i | i
CNC(=O)OCc1cccc(COC(=O)NC)n1 | i | 7.9 | i | i | -3.1 | i | i | i | -3.1 | i | i
COc1ccccc1NC(=O)c1cc(S(=O)(=O)N2CCc3ccccc32)ccc1F | i | -3.3 | i | i | 1.0 | i | i | i | -9.7 | i | i
Cc1sc2nc(SCC(=O)NCc3cccs3)[nH]c(=O)c2c1C | i | -5.1 | i | i | -2.3 | i | i | i | -16.1 | . | i
CCOC(=O)Nc1ccc(S(=O)(=O)Nc2cc(C)on2)cc1 | i | 2.5 | i | i | -3.6 | i | i | i | -6.0 | i | i
Cc1ccc(-c2cc(C(=O)Nc3ccc(S(=O)(=O)N4CC(C)OC(C)C4)cc3)[nH]n2)c(O)c1 (stereo not given) | i | 0.7 | i | i | 6.1 | i | i | i | -12.2 | i | i
O=C(CS(=O)(=O)Cc1ccccc1)NCc1ccccc1Cl | i | 15.3 | i | i | -4.3 | i | i | i | -13.2 | i | i
NC(=O)NC(=O)C(Nc1ccc(N2CCCCC2)cc1)c1ccccc1 (stereo not given) | -9.05* | 0.6 | i | i | -0.2 | i | i | i | -11.3 | i | i
O=C(CNC(=O)c1ccccc1)c1ccccc1 | i | 2.4 | i | i | 0.9 | i | i | i | -7.3 | i | i
O=C(CSc1nc2ccccc2c(=O)[nH]1)Nc1ccc(C(=O)O)cc1 | i | -0.8 | i | i | 2.4 | i | i | i | -10.3 | i | i
CN1CCN(C(=O)/C(=C/c2cn(S(=O)(=O)N(C)C)c3ccccc23)NC(=O)c2ccccc2F)CC1 | i | -8.2 | i | i | 1.3 | i | i | i | -7.6 | i | i
